Screening data from PubChem.
ER stress rescue: rescue of cells from ER stress-induced death, primary screen, 384-well, CSM14.1, thapsigargin, ATP luminescence (AID 1222); CSM14.1 thapsigargin-induced death rescue, ATP luminescence; higher % means a stronger effect; cellular ATP content (survival), % at 20 µM; hits with a dose series show EC50 in µM; 190,000 tested, under 10 active;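 active = EC50 below 50 µM in the dose-response confirmation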;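 note: death triggered by thapsigargin at about 15 µM added after 2 h compound pretreatment; cell ATP read after overnight thapsigargin exposure of roughly 18 to 22 hours; normalized against plate controls of thapsigargin alone and 5% DMSO vehicle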
Dengue-2 NS5 capping: Dengue-2 NS5 methyltransferase inhibitors, primary screen, biochemical, confirmation dose response (AID 588689); Dengue-2 NS5 methyltransferase capping enzyme assay, biochemical; higher % means a stronger effect; inhibition, % at 25 µM, or IC50 in µM where a hit was titrated; 340,000 compounds, 0.3% hits; in the data active = a potency from the dose series; inconclusive = inhibition above about 29% without an active follow-up result
WT yeast gro inh: growth inhibition of WT yeast, mitochondrial fusion screen. mitochondrial fusion phenotypic screen, WT strain. inhibition, % at 10 µM. 190,000 compounds, 2.1% hits. AID 1362; in the data active = inhibition above about 58%; tested in S. cerevisiae
K1F lysis inhibition: inhibition of K1F phage lysis, E. coli UTI89, bacterial capsule biogenesis inhibitors, alamar blue (AID 488966); inhibition, % at 100 µM; hits with a dose series show IC50 in µM; E. coli UTI89 K1F phage lysis, alamar blue, 2 h; higher % means a stronger effect; 340,000 compounds, 0.02% hits;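 active = phage lysis inhibition, versus mean bacterial control, above a set limit; inconclusive = no clear call, values can overlap the other calls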;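 note: capsule biogenesis inhibitors block K1F phage lysis so surviving cells raise fluorescence; higher fluorescence means more inhibition of phage lysis; actives were called in the ten point dose series up to 300 µM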
XIAP antagonists: XIAP antagonists, biochemical, IAP family, fluorescence polarization (AID 1018); XIAP BIR domain, fluorescence polarization peptide displacement; higher % means a stronger effect; displacement, % at 20 µM; hits with a dose series show IC50 in µM; 200,000 compounds, 0.007% hits; in the data active = displacement above about 50%; note: a part of the inactive calls stands beside numbers as strong as those of hits
West Nile antiviral: inhibition of WNV-induced cytopathic effect – cell-based, CPE readout (AID 1621). 290,000 compounds, 0.02% hits. West Nile virus-infected cells, CPE inhibition; higher % means a stronger effect. CPE inhibition, % at 10 µM, or IC50 in µM where a hit was titrated; in the data active = a potency from the dose series; inconclusive = CPE inhibition mostly from about 3.7% at the one dose, without a potency; inactive = the rest, 99 in 100 with CPE inhibition below about 2.2%; note: strong numbers were not always called active
Yfh1-depleted yeast: enhancers of respiration in Yfh1-depleted yeast, dose response, Friedreich's ataxia, plus single-dose screen (AID 1465) | S. cerevisiae Yfh1-off respiration, WST-1 reduction, 72 h; higher fold induction means a stronger effect | fold induction at 50 µM; hits with a dose series show EC50 in µM | 220,000 compounds, 0.074% hits;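 active = fold induction of absorbance versus untreated yeast above a set limit, then at least 30% activation at any dose in follow-up; inconclusive = repeats straddling the limit, or above it without dose testing; inactive = fold induction below the set limit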;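 note: activators that raise dye reduction in frataxin-depleted yeast; strong numbers were not always called active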
RSV antiviral HEp-2: RSV antiviral activity via CPE protection, HEp-2 cells, primary 10 µM value included (AID 2391); CPE inhibition, % at 10 µM, or IC50 in µM where a hit was titrated; HEp-2 cells, RSV-induced CPE inhibition; higher % means a stronger effect; 310,000 compounds, 0.13% hits; in the data active = a potency from the dose series; inconclusive = CPE inhibition mostly from about 23% at the one dose, without a potency; inactive = the rest, 99 in 100 with CPE inhibition below about 21%; note: strong numbers were not always called active
Large T inhibition: SV40 large T antigen inhibitors, biochemical (AID 1903). SV40 large T antigen ATPase/helicase inhibition assay; higher % means a stronger effect. one-dose inhibition, % at 20 µM; IC50 in µM for titrated hits. 310,000 compounds, 0.39% hits; in the data active = a potency from the dose series; inconclusive = inhibition mostly from about 32% at the one dose, without a potency; inactive = the rest, 99 in 100 with inhibition below about 32%; note: strong numbers were not always called active
WT yeast gro inh mutant strain: recorded beside WT yeast gro inh, whose call it bears; inhibition, %; mitochondrial fusion phenotypic screen, mutant strain inhibition
Dengue-2 NS5 capping pilot replicate: further read-out of Dengue-2 NS5 capping, marked with its call; inhibition, %; measured here: pilot screen replicate inhibition
* hit, by the source's call; i = inactive; ? = inconclusive; · = not tested or not shown; [ ] = another dose, or the depositor's remark. Hits appear at their usual frequency; 2.2% or so of the library scored in one or more.

SMILES | ER stress rescue | Dengue-2 NS5 capping | WT yeast gro inh | WT yeast gro inh mutant strain | K1F lysis inhibition | XIAP antagonists | West Nile antiviral | Yfh1-depleted yeast | RSV antiviral HEp-2 | Large T inhibition | others
CC(NC(=S)NCCCN1CCOCC1)C1CC2CCC1C2 (stereo unspecified) | -1.2% | -2% | 59* | -3.4* | 0.4% | -4.7% | -1.0% | i | · | 26%
CC(CCc1ccccc1)NC(=O)c1ccc(NC(=O)c2ccc(Cl)cc2Cl)cc1 (stereo unspecified) | -1.0% | 2% | 3 | -1 | 2.9%[50 µM] | 1.7% | -0.1% | i | 1.7% | -3%
[O-]/C(=C(\C(=S)Nc1ccc(Cl)cc1)[n+]1ccccc1)c1ccc(OC(F)F)cc1 | · | -4% | 23 | 24 | 0.3% | -1.2% | 0.5% | i | 7.7% | 11%
Cc1nn(C)cc1NC(=O)c1ccc(Br)o1 | -3.8% | 2% | 1 | 7 | 0.4%[50 µM] | -2.9% | -0.1% | i | 1.3% | 0%
Cc1ccc(C)c(CN2CCCN(C(=O)Cn3ncc4c3-c3ccccc3OC4)C2)c1 | -2.0% | -1% | 30 | 33 | 8.3% | 1.3% | 0.1% | i | -1.9% | 4%
Cc1c(C(=O)NCCSCc2ccccc2)cccc1[N+](=O)[O-] | 0.9% | -10% | 7 | -4 | -2.0% | -0.5% | -0.9% | i | 6.4% | 2%
COc1ccccc1CC(=O)Nc1c[nH]c(=O)[nH]c1=O | -1.5% | 7% | 20 | 15 | 3.2% | -1.3% | -0.2% | i | 2.9% | 22%
Oc1ccc(-n2cnnn2)cc1 | -4.4% | 0% | 0 | 11 | -0.2% | -3.0% | 0.2% | i | 0.2% | 14%
COc1cccc(C(=O)Oc2c(CN3CCOCC3)cc(Cl)c3cccnc23)c1 | -1.1% | -4% | 4 | -44 | 0.3% | -2.2% | ? | i | -1.3% | -4% | Dengue-2 NS5 capping pilot replicate=3.5
Clc1ccc(CSc2nncn2-c2ccccn2)cc1 | 1.0% | 4% | -1 | 16 | 1.1% | -4.2% | -0.3% | i | 0.6% | 3% | Dengue-2 NS5 capping pilot replicate=3.3
COc1ccc(C(=O)N2N=C3CC(C)(C)OCC3C2c2ccccc2)cc1 (stereo unspecified) | 15% | -2% | -5 | -3 | 1.0%[50 µM] | -4.4% | -0.6% | i | 2.1% | 9%
CC(C)(C)CC(=O)NC(=S)Nc1ccccc1C(F)(F)F | 0.0% | -3% | 21 | 18 | 5.8% | -0.3% | 3.3% | i | 1.2% | 18%
COc1ccc(CN2C(=O)CCC2(C)C(=O)NCc2cccnc2)c(OC)c1 (stereo unspecified) | 1.0% | -1% | 5 | -7 | -4.1% | -6.2% | -0.3% | i | 0.0% | 11%
Cc1cccc(NCC(=O)N/N=C\c2ccc[nH]2)c1 | · | -5% | · | · | 0.5% | · | -0.1% | i | 0.4% | 9%
O=C(Nc1ccc(Oc2c(F)c(F)c(F)c(F)c2F)cc1)OC1CCN2Cc3ccccc3N=C12 (stereo unspecified) | · | 4% | · | · | -1.1% | · | -1.1% | i | -2.0% | 4%
Cc1ccc(C(=O)NCc2ccco2)cc1[N+](=O)[O-] | -1.9% | -6% | 5 | 8 | 1.2% | -4.1% | -0.1% | i | 0.9% | 9%
Cc1ccc(C(NC(N)=O)c2ccccc2C)cc1 (stereo unspecified) | 0.3% | 1% | 9 | 9 | 1.7%[50 µM] | -1.9% | 0.4% | i | 1.2% | 11%
CCOC(=O)C(C)n1cnc2c(oc3ccccc32)c1=O (stereo unspecified) | 1.5% | -2% | -12 | -38 | -0.8% | -3.2% | 0.1% | i | 6.0% | 5%
Cc1cc(C(=O)Nc2nc3c(C)cccc3s2)c(C)o1 | -1.7% | 4% | -6 | 0 | -0.1% | 6.0% | -0.4% | ? | 1.2% | 20%
Cc1ccc(C(C)C)c(OCCNC(=O)c2ccccc2O)c1 | · | -4% | · | · | 0.7% | · | -1.9% | · | ? | 1%
Cc1cccc(N(CC(=O)N/N=C/c2ccccc2C(=O)O)S(C)(=O)=O)c1C | · | 3% | · | · | 0.5%[50 µM] | · | 0.3% | i | -0.7% | 12%
OCC1C2c3ccccc3C(c3ccccc32)C1CO (stereo unspecified) | · | 8% | · | · | -1.5% | · | 0.0% | i | 1.0% | 4%
c1ccc2c(C[C@@H]3CNCCN3CC3CCCCC3)cccc2c1 | · | 6% | · | · | 4.0% | · | · | · | 4.1% | 10%
O=C(Nc1cccc(Cl)c1)N(Cc1nc2ccccc2c(=O)[nH]1)Cc1cccs1 | -0.5% | -7% | 7 | -3 | 1.0%[50 µM] | -1.4% | -1.0% | i | 1.5% | 4%
NC(=O)c1ccsc1NC(=O)CSc1nc2ccccc2c(=O)n1CCCO | -0.5% | 0% | -28 | -38 | 0.6% | -10% | -0.6% | i | 7.5% | 9%

Brought forward from above: 3 entries; new compounds follow.
SMILES | ER stress rescue | Dengue-2 NS5 capping | WT yeast gro inh | WT yeast gro inh mutant strain | K1F lysis inhibition | XIAP antagonists | West Nile antiviral | Yfh1-depleted yeast | RSV antiviral HEp-2 | Large T inhibition | others
c1ccc2c(C[C@@H]3CNCCN3CC3CCCCC3)cccc2c1 | · | 6% | · | · | 4.0% | · | · | · | 4.1% | 10%
O=C(Nc1cccc(Cl)c1)N(Cc1nc2ccccc2c(=O)[nH]1)Cc1cccs1 | -0.5% | -7% | 7 | -3 | 1.0%[50 µM] | -1.4% | -1.0% | i | 1.5% | 4%
NC(=O)c1ccsc1NC(=O)CSc1nc2ccccc2c(=O)n1CCCO | -0.5% | 0% | -28 | -38 | 0.6% | -10% | -0.6% | i | 7.5% | 9%
CC(=O)OCC1=C(C(=O)O)N2C(=O)C(NC(=O)C(C)Cn3nc(C)c(Cl)c3C)C2SC1 (stereo unspecified) | 1.4% | 12% | -5 | 11 | -0.3% | -6.0% | 0.2% | i | 2.8% | 24%
NC(=O)COC(=O)[C@@H]1CC(O)CN1S(=O)(=O)c1ccc2c(c1)OCCO2 (stereo partly specified) | · | -11% | · | · | 0.3% | · | 0.2% | i | 1.8% | 8%
CCOC(=O)c1c[nH]c(=S)n1C | · | -5% | · | · | 0.8% | · | -0.1% | i | · | 14%
Cc1cc(SCC(=O)N(C)c2c(N)n(Cc3ccccc3)c(=O)[nH]c2=O)nc2ccccc12 | 1.0% | 0% | 9 | 10 | -0.9% | -8.2% | -0.2% | i | 2.7% | 7%
CC(C)C[C@H](N)C(=O)N1CCC(C(=O)N[C@H](C(=O)NC(C)c2ccccc2)C(C)C)CC1 (stereo partly specified) | · | 3% | · | · | 7.5% | · | -0.3% | · | -0.8% | -16%
CCOC(=O)N1CCC(NC(=O)C(C)n2c3ccccc3c3cnn(C)c(=O)c32)CC1 (stereo unspecified) | -4.8% | 3% | -2 | -7 | 0.1% | -0.9% | 0.5% | i | 1.4% | -2%
COc1cc(NS(=O)(=O)c2ccc(NC(=O)Cc3ccccc3)cc2)nc(OC)n1 | · | -6% | · | · | -1.3% | · | -0.4% | · | 1.5% | 6%
CCSc1nnc(NC(=O)C2CCCCC2C(=O)O)s1 (stereo unspecified) | -1.0% | 4% | -11 | -10 | -0.7% | -1.9% | 0.1% | i | 2.6% | 9%
CN1C(=O)c2ccc(S(=O)(=O)c3ccc(C(=O)O)cc3)cc2C1=O | -3.0% | -2% | 4 | -7 | 0.1% | -3.8% | 0.2% | i | 0.9% | 11%
C=CCNC(=S)N/N=C/c1ccc(C)c([N+](=O)[O-])c1 | -2.5% | 0% | 23 | 7 | 3.4% | -5.5% | -1.2% | i | 0.7% | 13%
CN(Cc1ccccc1)C(=O)c1ccccc1NC(=O)c1ccco1 | -1.4% | -20% | -18 | -9 | -0.3%[50 µM] | -13% | · | · | 0.9% | 1%
Cc1ccccc1NC(=S)N(Cc1ccco1)C(C)c1ccccn1 (stereo unspecified) | -16% | -5% | 29 | 29 | 0.1% | -5.9% | -0.2% | i | -0.4% | 22%
Nc1ccccc1Sc1ccc(C(=O)c2ccccc2C(=O)O)cc1[N+](=O)[O-] | · | 18% | · | · | -2.8% | · | 0.1% | i | 5.0% | 20%
COC(=O)C1CCCN1C(=O)C1CCCN1C(=O)CNC(=O)OCc1ccccc1 (stereo unspecified) | 1.8% | -11% | 2 | -4 | 0.4% | 0.1% | 0.6% | i | 0.1% | 17%
Cc1cc(C)c(S(=O)(=O)n2c([N+](=O)[O-])cnc2C)cc1C | -2.4% | 0% | 7 | 25 | 5.5% | -5.0% | 0.1% | i | 0.8% | 11%
O=C(O)c1cccc(NC2=Nc3cccc4cccc2c34)c1 | · | 5% | · | · | 0.1% | · | 0.2% | i | 1.4% | 14%
O=C(O)C1CC(O)CN1S(=O)(=O)c1cccs1 (stereo unspecified) | 4.5% | -1% | 3 | 12 | 0.1% | -1.7% | · | · | 1.0% | 0%
O=C(O)CSc1nnc(Cn2cnc3ccccc32)n1CCc1ccccc1 | 1.6% | -2% | -5 | 1 | 1.8% | 0.6% | 0.1% | i | 1.2% | 3%
COC(=O)Cc1c(O)ccn(Cc2ccc(F)cc2)c1=O | -1.8% | -2% | -17 | -11 | 5.2% | -4.8% | 0.9% | i | 1.5% | 5%
CSc1nc2ccc3nc(NC(=O)c4cccs4)sc3c2s1 | -1.9% | -6% | -3 | 0 | 0.3% | -8.4% | 1.2% | i | 2.3% | 4%
O=C(Cc1cccc2ccccc12)N/N=C/c1ccncc1 | -0.7% | -8% | -5 | -3 | 0.4% | -17% | -0.6% | i | -0.3% | ·
COc1ccc(-c2cn3c(C)c(C(=O)Nc4cccc(C)n4)sc3n2)cc1 | 0.0% | -3% | 9 | -33 | -0.1% | -2.8% | -0.2% | i | 13% | 7%
NC(CO)(CO)COCc1ccccc1 | -0.3% | -4% | -12 | 11 | 0.3% | 0.0% | 0.1% | i | -1.3% | 12%
O=C1CCN(S(=O)(=O)c2ccccc2)C2CCCCC12 (stereo unspecified) | -1.9% | -5% | -14 | -9 | 1.0% | -2.3% | 0.0% | i | 1.0% | 6%
CC(=O)Nc1ccc(NC(=O)c2sc3nc4c(c(-c5ccc(C)cc5)c3c2N)CCC4)cc1 | -0.3% | 1% | -2 | -21 | -1.4% | -7.4% | 0.2% | i | 1.4% | -1%
Cc1ccc(CN2CC(C(=O)Nc3ccncc3)CC2=O)cc1 (stereo unspecified) | · | -6% | · | · | 0.1% | · | 0.0% | · | 1.6% | 1%
CC(=O)Nc1ccc(S(=O)(=O)NCC(=O)OC(C)c2ccccc2Cl)cc1 (stereo unspecified) | -0.9% | -8% | -10 | -6 | -0.1% | -2.5% | -0.4% | i | 0.9% | 1%
Oc1ccccc1OCC(O)c1ccccc1 (stereo unspecified) | · | -13% | · | · | 0.2% | · | 0.1% | · | 1.4% | 20%
